AddAB inh: less growth of phage-infected E. coli with AddAB; E. coli expressing H. pylori AddAB, absorbance growth; inhibition, % at 11.9 µM; hit rate 0.29% among 330,000; in the data active = inhibition above about 12%;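 also: 0% = vehicle wells of infected cells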
Ecoli viability: reduces bacterial viability in AddAB counter-screen; E. coli V3065 growth, OD600 absorbance, 18 h; AID 449728; inhibition, % at 11.9 µM; hit rate 0.27% among 330,000;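 active = inhibition above the campaign's mean inhibition across all tested compounds plus 3 SD, cut at about 9.9% in these data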;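 also: uninfected addAB+ strain grown without phage in ampicillin broth; 0% = DMSO wells and 100% = ciprofloxacin 0.95 µg/ml wells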
PKA-R2B act: PKA-R2B complex activation; P22694+P31323; PKA-R2B holoenzyme dissociation, Cy5-IP20 fluorescence polarization; R2B truncated from residue 108, S112A mutant; 0% DMSO only, 100% 113 µM cGMP; activation, % at 11.4 µM; hit rate 0.079% among 340,000; AID 504700;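 active = activation above a cutoff set at the mean over all compounds plus 3 SD, cut at about 18% in these data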;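 also: higher means more holoenzyme dissociation and a rise in polarization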
Target sequence (P31323 whole entry, looked up, other chains not shown, the tested form may be a part): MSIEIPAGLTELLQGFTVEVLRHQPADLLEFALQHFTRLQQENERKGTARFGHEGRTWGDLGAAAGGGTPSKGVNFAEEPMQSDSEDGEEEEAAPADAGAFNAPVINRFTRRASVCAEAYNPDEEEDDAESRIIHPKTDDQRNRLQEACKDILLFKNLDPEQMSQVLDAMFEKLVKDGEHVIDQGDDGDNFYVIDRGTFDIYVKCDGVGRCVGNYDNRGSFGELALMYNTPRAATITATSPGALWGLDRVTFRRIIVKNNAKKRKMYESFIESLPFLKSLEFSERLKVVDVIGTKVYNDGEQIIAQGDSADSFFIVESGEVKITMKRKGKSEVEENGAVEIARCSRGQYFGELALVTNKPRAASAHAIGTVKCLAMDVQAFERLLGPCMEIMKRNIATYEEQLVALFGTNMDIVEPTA
PKA-R1A activ: activates the PKA-R1A holoenzyme complex | P00514+P68181 | PKA-R1A dissociation, Cy5-IP20 fluorescence polarization; scaled: DMSO 0%, 113 µM cGMP 100% | activation, % at 11.4 µM | hit rate 0.083% among 340,000;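 active = percent activation above the mean of all tested compounds plus 3 SD, cut at about 19% in these data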;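 also: higher means more PKAc released from R1A so a rise in polarization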
HTR5A inv ag: inverse agonist of human HTR5A in OPRM1-OPRD1 counter-screen; HTR5A cell line, luminescence, inverse agonism; inhibition, % at 9.3 µM; hit rate 0.083% among 340,000; AID 504634; in the data active = inhibition mostly above about 23%, no sharp cut-off; inactive = mostly below about 18%;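 also: 0% = cells with DMSO and 100% = no-cell wells with DMSO; some compounds called inactive have numbers as strong as hits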
Target sequence (P47898 whole entry, looked up): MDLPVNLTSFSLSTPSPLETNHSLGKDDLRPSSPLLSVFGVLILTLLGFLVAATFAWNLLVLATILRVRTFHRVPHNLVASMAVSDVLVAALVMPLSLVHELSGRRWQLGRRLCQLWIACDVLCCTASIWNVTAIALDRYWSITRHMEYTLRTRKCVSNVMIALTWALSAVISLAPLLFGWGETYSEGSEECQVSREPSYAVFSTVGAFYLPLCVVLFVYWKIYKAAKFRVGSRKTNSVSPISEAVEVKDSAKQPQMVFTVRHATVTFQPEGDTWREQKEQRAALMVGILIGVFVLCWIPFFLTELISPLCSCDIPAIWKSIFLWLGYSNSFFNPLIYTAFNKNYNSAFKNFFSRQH
Tat export inh: E. coli Tat transport inhibition; inhibition, % at 10 µM; E. coli MC4100 TorA-mCherry Tat export, fluorescence; hit rate 0.036% among 340,000;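 active = mean replicate inhibition at least 50% and at least half of replicates individually reaching 50%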;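 also: exported cargo escapes ClpAP degradation while cytoplasmic cargo is degraded and loses fluorescence; 0% = median of neutral control wells and 100% = median of NaSCN control wells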
MOR-DOR inv ag: inverse agonists of human mu-delta opioid receptor heterodimerization | P35372+P41143 | cell-based MOR-DOR heterodimer luminescence, inverse agonism | inhibition, % at 9.3 µM | hit rate 0.21% among 340,000 | AID 504357; in the data active = inhibition above about 22%, passing the limit was not always enough;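 also: 0% = cells with DMSO and 100% = wells without cells with DMSO; values of inactives mirror those of a sister screen read the other way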
SUMO Mot1 rescue: SUMOylation pathway inhibition by Mot1-301 growth rescue; AID 2716; growth rescue, % at 18.8 µM; hit rate 1% among 320,000; S. cerevisiae Mot1-301 growth rescue, ATP luminescence, 38.5C; percent above DMSO median, 100 means doubled;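 active = every valid replicate shows activation above 250% relative to neutral control wells; inactive = the rest, any valid replicate at or below 250%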;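 also: OY570 slx delta 5 strain wells were the positive control but not used for scaling; some compounds called inactive have numbers as strong as hits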
MOR-DOR ag: agonists of human mu-delta opioid receptor heterodimerization. hit rate 0.3% among 340,000. activation, % at 9.3 µM. cells, OPRM1-OPRD1 heterodimerization, luminescence. P35372+P41143; in the data active = activation above about 18%;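 also: 0% = vehicle-treated cells and 100% = reference agonist; values of inactives mirror those of a sister screen read the other way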
phage Ecoli inh: E. coli growth loss with phage present; inhibition, % at 11.9 µM; growth absorbance; hit rate 0.26% among 360,000; in the data active = inhibition above about 11%
PfHsp90 set2: growth inhibition of yeast expressing Plasmodium Hsp90; inhibition, % at 9.4 µM; hit rate 0.32% among 310,000; AID 504621; S. cerevisiae expressing PfHsp90, BacTiter-Glo ATP, 48 h; yeast lacking PDR1 and PDR3 efflux regulators;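 active = every replicate shows inhibition above about 80%, whatever the replicate mean, limit read from the data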;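 also: 0% = DMSO neutral controls and 100% = 20 µM radicicol positive controls; yeast relying on Plasmodium falciparum Hsp90 in place of its own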
* marks the source's active call; other numbers are inactive results; · = no result given; + = active, no number.

A first look (two entries):
SMILES	AddAB inh	Ecoli viability	PKA-R2B act	PKA-R1A activ	HTR5A inv ag	Tat export inh	MOR-DOR inv ag	SUMO Mot1 rescue	MOR-DOR ag	phage Ecoli inh	PfHsp90 set2
Nc1ccc(N2CCN(c3ccccc3)CC2)c(F)c1	-0.8	-0.8	2	-2	-4	-3	13	77	-2.6	3.4	6
Cc1cc(Br)ccc1NC(=O)CCN1C(=O)c2ccncc2C1=O	2.0	-0.6	-2	11	5	0	1	-4	-0.1	1.6	-6

The whole of this part (from the top)
SMILES	AddAB inh	Ecoli viability	PKA-R2B act	PKA-R1A activ	HTR5A inv ag	Tat export inh	MOR-DOR inv ag	SUMO Mot1 rescue	MOR-DOR ag	phage Ecoli inh	PfHsp90 set2
Nc1ccc(N2CCN(c3ccccc3)CC2)c(F)c1	-0.8	-0.8	2	-2	-4	-3	13	77	-2.6	3.4	6
Cc1cc(Br)ccc1NC(=O)CCN1C(=O)c2ccncc2C1=O	2.0	-0.6	-2	11	5	0	1	-4	-0.1	1.6	-6
CCOc1c(Br)cc(C(=O)OCC(=O)N2CCc3ccccc3C2)cc1OC	0.2	-1.4	5	-2	5	5	-4	-3	0.9	1.1	-23
CCOC(=O)C1=C(c2ccccc2)NC(=S)NC1c1cccc([N+](=O)[O-])c1 (stereo unspecified)	-0.7	-1.0	-5	5	-6	-2	21	151	-4.0	3.5	-16
Cc1nnc(SCC(=O)N2CCOCC2)n1C	0.2	4.7	-7	-10	-20	-4	4	11	-0.8	2.4	-20
COc1ccc(Cc2nc(C(=O)Nc3ccc(OC)cc3)cs2)cc1	2.2	2.6	-8	-2	-8	-1	7	17	-1.2	7.3	-22
N/C(=N\OC(=O)CCN1C(=O)c2ccccc2C1=O)c1ccccn1	0.0	2.3	-3	2	47*	-5	3	-8	-0.7	2.6	-8
COc1ccc(CCNC(=O)CC(C)S(=O)(=O)c2ccc3c(c2)NC(=O)CO3)cc1OC (stereo unspecified)	3.9	1.4	0	-3	2	-4	11	4	-2.1	-1.1	-9
CCC(CC)NC(=O)c1cccc(Oc2ccccc2)c1	-0.8	0.1	2	-2	-19	-2	3	·	-0.6	1.9	-4
CCc1cccc2c(C(=O)COC(=O)/C=C/c3ccccc3OC)c[nH]c12	3.6	0.1	-16	-11	-11	3	-12	1	2.3	4.5	-7
COc1cccc(OCC(=O)NNC(=O)c2ccc3ccccc3c2O)c1	·	·	-9	-11	-21	-5	-8	·	2.0	15*	3
CC(Sc1nc(N)cc(=O)[nH]1)C(=O)NC1CCCCC1 (stereo unspecified)	3.2	0.2	11	-1	4	-3	0	+	-0.1	3.2	-24
C=C1N(c2ccc(Cl)cc2)C(=O)OC1(C)C	-1.2	1.3	-1	-11	-20	6	10	66	-1.7	3.1	·
COC(C[C@@H](O)C[C@@H](O)[C@@H](C)OCc1ccccc1)OC	1.1	-2.9	8	6	-39	-7	-3	-11	0.5	-0.2	·
C#CC[N+](C)(C)CCCCCCCCCCCC	5.9	0.9	-4	-24	-26	-7	7	50	-1.4	5.2	13
CC1CC(C)CN(C(C)C(=O)Nc2cc(S(=O)(=O)N3CCCCC3)ccc2Cl)C1 (stereo unspecified)	0.0	-1.8	14	-13	18	3	9	-1	-1.7	1.9	-14
COc1cccc(-c2noc(-c3ccoc3C)n2)c1	2.1	2.4	11	4	-9	-4	-26	324	5.2	4.3	-25
Cc1nn(C)cc1S(=O)(=O)Nc1cccc(Cl)c1	4.6	3.3	-8	-9	-10	2	4	18	-0.6	0.6	-6
CSc1ccc(/C=C/C(=O)OCC(=O)N2CCN(c3ccccc3)CC2)cc1	·	·	3	-4	13	-1	7	·	-1.2	2.2	-1
Cc1ccc(C(=O)NCc2ccc(F)cc2)s1	3.0	0.3	4	6	-10	-1	5	6	-1.0	2.1	4
CCOC(=O)c1ccc(Nc2cc(C)nc3nc(C)nn23)cc1	1.1	1.5	-4	-5	-18	2	20	-6	-3.9	1.2	9
COc1ccc(S(=O)(=O)NCCSC(C)(C)C)c(Cl)c1Cl	-2.1	-5.5	-6	-14	-26	9	-26	3	5.2	2.6	·
COc1ccc(N2C(=O)[C@@H]3[C@H](C2=O)[C@H](C(C)=O)N2c4ccccc4C=C[C@@H]32)cc1	-0.1	-3.4	-3	1	-7	3	-21	14	4.2	5.5	6
CC(C)C(=O)Nc1ccc(NC(=O)c2cc3ccccc3o2)cc1	3.6	2.1	-5	2	7	-3	14	17	-2.6	1.6	-27
O=C(O)/C=C/C(=O)NNC(=O)c1ccc(Br)cc1	2.3	-4.6	-9	-2	-1	0	-6	302	1.2	3.4	2
COC(=O)c1sc(N/N=C/c2ccc(C(C)C)cc2)nc1C	2.8	1.3	1	-1	-9	2	-5	-15	0.9	-2.7	9
Cc1noc(C)c1COc1ccc(C(=O)Nc2cccnc2)cc1	·	·	-3	-2	-14	1	7	·	-1.5	1.8	11
CC/C(=N\NC(=O)c1ccc(N(C)C)cc1)c1ccccc1	2.7	3.5	2	-13	-23	-2	12	8	-1.8	2.9	-61
O=C(CSC(=S)N1CCOCC1)Nc1ncc2c(n1)CCCC2=O	-2.5	-1.7	-10	6	16	-1	8	33	-1.6	0.8	-4
Cn1c(N)c(C(c2ccccc2)c2c(N)n(C)c(=O)n(C)c2=O)c(=O)n(C)c1=O	0.2	-0.9	6	2	9	-8	3	15	-0.5	2.2	3
CC(=O)Nc1ccc(S(=O)(=O)N2CCSC2c2ccccc2)cc1 (stereo unspecified)	-0.7	1.1	-7	2	1	1	7	-15	-1.2	1.3	10
CCc1ccc(S(=O)(=O)NCCc2csc(C)n2)s1	2.2	1.4	-1	2	-7	-13	10	90	-1.6	6.2	-6
Cc1ccc(C)c(S(=O)(=O)N2CCN(C(=O)C3CC3C)CC2)c1 (stereo unspecified)	-0.3	0.5	6	5	-7	5	4	-13	-0.6	2.6	8
CC(NC(=O)C1CCCN1S(=O)(=O)c1ccccc1)c1ccccc1 (stereo unspecified)	1.6	-3.9	-11	-11	11	-8	9	8	-1.7	-0.1	-3
CC(C)Cc1cc(C(=O)NCc2cccnc2)no1	-3.8	-0.7	11	-3	-10	-7	-8	64	1.4	3.2	-1
CC(=O)c1sc(NC(=O)CSC(C)C(=O)Nc2cc(C)on2)nc1-c1ccccc1 (stereo unspecified)	-1.7	-2.4	-1	0	4	-3	15	-5	-2.9	1.2	·
Cc1ccc(C(=O)N(C)Cc2ccccc2)cc1S(=O)(=O)N1CCOCC1	-3.0	-0.2	-8	3	-29	1	2	-6	-0.5	0.1	-3
O=C(O)C(c1ccccc1)N1C(=O)c2ccccc2C1=O (stereo unspecified)	-1.6	-0.7	-18	0	0	8	5	-2	-1.1	-0.1	10
CN(CC(=O)Nc1ccccc1Cl)C(=O)COc1cccc2c1OC(C)(C)C2	1.9	-1.6	-3	-3	-7	5	-1	52	0.1	1.9	-5
O=C(COC(=O)c1ccccc1SCC(=O)N1CCCC1)Nc1ccccc1	-1.2	-1.3	-1	-1	-9	-1	0	6	0.0	2.8	-2
COc1ccc(-c2onc(C)c2-c2ccc3c(c2)OCCO3)c(O)c1	0.5	0.1	4	-1	13	0	5	-21	-1.0	0.3	-20
O=C(CC1COc2ccccc2O1)NC1CCCCC1 (stereo unspecified)	0.5	1.7	-8	4	-23	-9	9	-5	-1.7	0.8	10
COc1ccc(Nc2ccc(C(F)(F)F)cc2[N+](=O)[O-])cn1	1.6	1.4	-2	1	-3	3	-36	-20	8.7	1.6	2
O=C(O)c1cc([N+](=O)[O-])cc([N+](=O)[O-])c1N1CCN(c2cccc(C(F)(F)F)c2)CC1	·	·	-2	0	6	-11	6	-13	-1.2	3.3	-10
O=C(CN1CCN(c2ccc(Cl)cc2[N+](=O)[O-])CC1)N1CCOCC1	0.7	2.1	-3	-9	15	-7	3	173	-0.5	4.1	16
COc1cc2c(=O)n(CCC(=O)NCC3CCCO3)c(=O)n(CC(=O)Nc3ccc(C)c(C)c3)c2cc1OC (stereo unspecified)	3.3	-0.8	-2	2	8	-11	17	11	-3.2	-0.9	27
CCOc1ccc(/C=C/C(=O)c2cc(Br)ccc(=O)c2O)cc1	13*	9.4	3	-5	-16	1	-13	-19	2.1	16*	21
CC1CCCCC1NC(=O)Cn1nnc(-c2ccc(Cl)cc2)n1 (stereo unspecified)	-0.6	-2.5	1	1	-4	-1	-34	9	5.5	2.7	-12
COc1cc(C)c(S(=O)(=O)NOCc2ccccc2)c(C)c1C	0.5	0.2	-11	-1	6	5	-20	-2	4.0	1.3	0
COc1ccc(N=C2SC(CC(=O)Nc3ccccc3)C(=O)N2CCN2CCOCC2)cc1 (stereo unspecified)	-0.9	-2.6	0	-2	-13	-2	-4	-4	0.8	2.4	10
CCOC(=O)NC(=O)/C(C#N)=C/c1ccc(N(C)C)cc1	-0.5	1.5	·	·	·	6	·	0	·	-0.8	-17
CCOC(=O)CC(NC(=O)Cn1nnc(-c2ccccc2F)n1)c1ccc(OC)cc1 (stereo unspecified)	-0.3	-0.8	-2	-8	-21	-5	-3	188	0.6	2.5	·
CCOC(=O)CNc1nc(Cl)nc(N2CCCCC2)n1	-0.9	-0.4	-1	-2	-4	-3	8	190	-1.5	0.5	-5
Cc1cc(-c2ccccc2C(=O)O)on1	3.3	-0.6	-15	1	-20	5	7	·	-1.3	-2.5	-4
CCC1Oc2ccc(C)cc2N(Cc2cccc(C)c2)C1=O (stereo unspecified)	-0.2	0.0	-11	8	-14	6	-29	-5	5.3	2.7	6
N#Cc1cc([N+](=O)[O-])ccc1NC(=O)CSc1n[nH]c(=O)n1C1CC1	1.1	0.7	-2	-3	9	0	-1	-9	0.2	-0.1	25
CC(C)CNS(=O)(=O)c1ccc(S(=O)(=O)NC2CCOC(C)(C)C2)cc1 (stereo unspecified)	2.2	2.9	-7	-10	19	0	-1	17	0.1	0.9	19
N#CC1(NC(=O)COC(=O)c2cc([N+](=O)[O-])ccc2N2CCCC2)CCCCC1	0.9	-0.3	-7	-11	0	0	9	9	-1.7	4.5	-14
CC(=O)N1c2ccc(S(=O)(=O)NCCC(=O)N(C)C3CCCCC3)cc2CC1C (stereo unspecified)	1.7	-2.5	-2	-15	6	-5	13	-2	-2.6	4.0	19
Cc1nn(-c2ccccc2)c2c1C(c1c(C)[nH]c(C#N)c1C)C(C#N)=C(N)O2 (stereo unspecified)	2.1	2.5	5	6	18	-2	-2	-13	0.3	0.5	-5
CN(C)CCN=c1cc(-c2ccccc2)oc2ccc(Cl)cc12	·	·	-10	5	-3	3	-3	·	0.5	3.0	-23
Fc1ccc(NCc2nnc(SCc3ccccc3)o2)cc1	0.0	0.3	-12	-1	-15	-2	15	-5	-3.1	-0.1	9
NC(=O)CCN(C(=O)c1cccc(S(=O)(=O)N2CCc3ccccc32)c1)c1ccccc1	-1.4	-1.5	4	-5	6	1	-7	-22	1.6	1.5	21

High-throughput results deposited in PubChem BioAssay by several laboratories.
